Compound activity as filed in PubChem.
EPAC1 agonist: qHTS for Agonist of cAMP-regulated guanine nucleotide exchange factor 3 (EPAC1): primary screen | EPAC1 agonist qHTS, biochemical assay; response scale: 100% = response to 6.5 mM cAMP | Potency, µM (doses to about 154 µM), inactives show at the top dose activation, most hits filed as activators | 360,000 compounds, 0.073% hits | AID 720707, 2013; also: potency is read from the fitted curve at half-maximal effect; nearly all actives have a fitted effect of over 60% in size
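EPAC1 100 nM, Rap1B–BODIPY-GDP 250 nM, unlabeled GDP 50 uM; compound titration; 5 min RT; kinetic read ex480/em540 at 5-min intervals ×30 min; data normalized to 6.5 mM cAMP agonist control.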
EPAC1 antag: qHTS for Antagonist of cAMP-regulated guanine nucleotide exchange factor 3 (EPAC1): primary screen | EPAC1 GEF assay, Rap1b-BODIPY-GDP exchange fluorescence | Potency, µM (highest dose often 115 µM), without a hit: top-dose activity change, negative = inhibition, most hits filed as inhibitors | 360,000 compounds, 0.14% hits | AID 720709, 2013;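 also: potency is read from the fitted curve at half-maximal effect; plate controls were vehicle for no effect and positive control for full effect; nearly all actives have a fitted effect of over 50% in size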
WRN helicase inh: qHTS for Inhibitors of WRN Helicase; Potency, µM (highest dose often 114 µM), for the others: top-dose activity change, negative = inhibition, usual class: inhibitors; 360,000 compounds, 0.46% hits; Bifunctional 3'-5' exonuclease/ATP-dependent helicase WRN (Homo sapiens), Q14191; WRN helicase unwinding, fluorescent forked duplex, kinetic; AID 651768, 2012; also: potency is read from the fitted curve at half-maximal effect; % is scaled to controls: 0 for no effect and ±100 for the full control effect; nearly all actives have a fitted effect of over 55% in size
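Screening of the MLSMR collection measured strand separation of a quenched forked DNA duplex (100 nM) by 20 nM WRN with 2 mM ATP, all final. Compounds were preincubated with enzyme 15 min at room temperature.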
Mm-Cpn inhibitor: Inhibitors of TCP-1 ring complex (TRiC) of Methanococcus maripaludis (MmCpn): qHTS. Potency, µM (series often up to 76.9 µM), for inactives: at the top dose activity, negative = inhibition, hits mostly inhibitors. Chaperonin Mm-Cpn (Methanococcus maripaludis). purified Mm-Cpn ATPase, ADP Transcreener TR-FRET. 330,000 compounds, 0.031% hits; also: potency is read from the fitted curve at half-maximal effect; % is scaled to controls: 0 for no effect and ±100 for the full control effect; nearly all actives have a fitted effect of over 80% in size
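Quantitative HTS used 25 nM Mm-CPN and 10 uM ATP in magnesium/KCl Tris buffer, pH 7.4, with 1 mM DTT. Hydrolysis ran 30 min at 37°C; ADP was read by HTRF.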
PLK1 PBD inh: qHTS for Inhibitors of PLK1-PDB (polo-like kinase 1 - polo-box domain): Primary Screen. Serine/threonine-protein kinase PLK1 (Homo sapiens), P53350. Plk1 PBD binding of FITC phosphopeptide, fluorescence polarization. Potency, µM, inactives show max response, negative = inhibition, usual class: inhibitors. 360,000 compounds, 2.8% hits; also: potency is read from the fitted curve at half-maximal effect; series mostly up to about 57 µM; % is scaled to controls: 0 for no effect and ±100 for the full control effect; nearly all actives have a fitted effect of over 65% in size
Target sequence (P53350 whole entry, looked up, the tested form may be a part): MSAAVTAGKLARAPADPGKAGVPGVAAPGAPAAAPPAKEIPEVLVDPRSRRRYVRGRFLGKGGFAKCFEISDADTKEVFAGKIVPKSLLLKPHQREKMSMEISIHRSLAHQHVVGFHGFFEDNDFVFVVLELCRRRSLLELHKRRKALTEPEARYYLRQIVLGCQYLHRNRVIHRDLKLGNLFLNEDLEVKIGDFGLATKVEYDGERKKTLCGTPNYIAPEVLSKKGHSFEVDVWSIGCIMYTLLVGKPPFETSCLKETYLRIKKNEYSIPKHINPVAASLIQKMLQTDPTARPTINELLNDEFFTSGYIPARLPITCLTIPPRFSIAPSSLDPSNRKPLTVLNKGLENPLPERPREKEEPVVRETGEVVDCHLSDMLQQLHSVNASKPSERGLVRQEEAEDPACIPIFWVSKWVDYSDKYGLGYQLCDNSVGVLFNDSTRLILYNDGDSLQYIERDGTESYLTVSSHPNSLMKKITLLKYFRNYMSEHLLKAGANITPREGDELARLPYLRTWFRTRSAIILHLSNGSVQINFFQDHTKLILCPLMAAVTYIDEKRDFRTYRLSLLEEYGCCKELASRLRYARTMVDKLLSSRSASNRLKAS
CCT chaperon mod: High-Throughput Screening for Modulators of Cytosolic Chaperonin Activity. purified chaperonin ATPase assay, HTRF ADP detection, 30 min. activity change, % (no concentration beside the values), hits read low. 360,000 compounds, 0.3% hits; in the data active = activity change below about -30%; also: % is scaled to controls: 0 for no effect and ±100 for the full control effect
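TRiC at 40 or 20 nM final (batch-dependent) in 30 mM Tris pH 7.4, 100 mM KCl, 5 mM MgCl2, 1 mM DTT, with compound at single 76 uM and 10 uM ATP, 30 min at 37 deg C. ADP detected by HTRF Transcreener, 665/615 ratio.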
PI5P4Ka inh: qHTS for Inhibitors of phosphatidylinositol 5-phosphate 4-kinase (PI5P4K) | Phosphatidylinositol 5-phosphate 4-kinase type-2 alpha (Homo sapiens), P48426 | AID 652105, 2013 | max response, % | PI5P4Kalpha enzyme, ADP-Glo luminescence, 60 min; stronger effect = lower value | 330,000 compounds, 1.2% hits; active = max response of -50% or lower; inconclusive = between -30% and -50%; inactive = -30% or higher; also: value at the top dose of about 77 µM; % is scaled to controls: 0 for no effect and ±100 for the full control effect
Target sequence (P48426 whole entry, looked up): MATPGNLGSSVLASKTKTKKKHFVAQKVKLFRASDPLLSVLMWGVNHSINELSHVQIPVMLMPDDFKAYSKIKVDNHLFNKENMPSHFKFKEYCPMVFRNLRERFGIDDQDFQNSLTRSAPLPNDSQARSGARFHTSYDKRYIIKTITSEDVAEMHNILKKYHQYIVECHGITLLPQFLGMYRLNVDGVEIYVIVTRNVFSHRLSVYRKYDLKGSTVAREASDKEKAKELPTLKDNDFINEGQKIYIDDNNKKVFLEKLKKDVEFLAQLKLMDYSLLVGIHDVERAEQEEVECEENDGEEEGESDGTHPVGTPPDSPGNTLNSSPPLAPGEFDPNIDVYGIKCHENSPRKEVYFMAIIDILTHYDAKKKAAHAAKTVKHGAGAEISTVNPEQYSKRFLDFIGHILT
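Quantitative HTS of the MLSMR library against PI5P4Kalpha with substrate. ATP added last at 5 microM final; room temperature, 60 minutes. Remaining ATP depleted, ADP converted and read as luminescence.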
EPAC2 antag: qHTS for Antagonist of cAMP-regulated guanine nucleotide exchange factor 2 (EPAC2): primary screen | Rap guanine nucleotide exchange factor 4 (Homo sapiens), Q8WZA2 | EPAC2 GEF exchange of Rap1B-BODIPY-GDP, fluorescence | 360,000 compounds, 0.18% hits | Potency, µM (highest dose often 114 µM), inactives show at the top dose activity, negative = inhibition, actives largely listed as inhibitors; also: potency is read from the fitted curve at half-maximal effect; % is scaled to controls: 0 for no effect and ±100 for the full control effect; nearly all actives have a fitted effect of over 45% in size; many of its hits are not listed in these tables
* = called active by the depositor; ? = inconclusive; nt = not tested or not shown; [ ] = dose if it differs, or a comment. Unless noted, calls follow the shape of the dose curve; as a rule, active = well fitted curve in the direction sought with a large enough effect; inconclusive = small, poorly fitted or top-dose-only effect, or another doubt; inactive = no such curve, though single readings can be large; an effect the other way counts as inactive or inconclusive. These rows are one share of the data, so the mix of outcomes need not match the whole.

SMILES | EPAC1 agonist | EPAC1 antag | WRN helicase inh | Mm-Cpn inhibitor | PLK1 PBD inh | CCT chaperon mod | PI5P4Ka inh | EPAC2 antag
CCCOc1ccc(NC(=O)CCC(=O)NC(C)c2ccccc2)cc1 (centres undefined) | 13% | -15% | 2% | -1% | -11% | 0.1 | 4 | 1%
COc1cnc(-c2ccccn2)nc1Sc1ccc(Cl)cc1 | 4% | -3% | -14% | -13% | -16% | 1.2 | nt | -2%
O=C1NC(C(F)(F)F)(C(F)(F)F)N=C2SC=CN12 | 6% | -1% | -1% | -6% | -4% | 0.3 | 0 | 9%
O=C1CC(c2ccncc2)c2cc3c(cc2N1)OCO3 (centres undefined) | 8% | -3% | -16% | 1% | -6% | 1.1 | -13 | 10%
O=C(O)c1ccccc1OCc1ccccc1Cl | -1% | 15% | 1% | 0% | -3% | -0.1 | 2 | 5%
Cc1cccc(NC(=O)c2ccccc2SCc2ccc(F)cc2)n1 | 7% | 2% | -1% | 1% | 0% | -2.3 | 0 | -4%
COC(=O)CC1CC2(C(=O)OC)c3[nH]c4ccccc4c3CCN2C1=O (centres undefined) | -8% | -8% | 9%[57.1 µM] | nt | -20% | -3.0 | 3 | 0%
Cc1ccc(CN2C(=O)CSC2c2ccccc2F)cc1 (centres undefined) | 2% | -11% | -10% | 0% | -10% | -0.9 | -3 | ?
COc1cc(C(=O)NCCc2nc3ccccc3n2C)cc(OC)c1OC | 5% | -8% | -12% | -1% | 0% | -1.4 | nt | -2%
O=c1oc2ccccc2c2nccnc12 | 3% | 11% | -2% | 0% | -7% | 0.6 | nt | -4%
CC(=O)Nc1ccc(N/C(=N\S(=O)(=O)c2ccccc2)c2ccccc2)cc1 | -8% | -2% | -18% | 1% | -2% | -5.3 | 2 | 5%
COc1ccc(S(=O)(=O)NC(CC(C)C)C(=O)NC(C)c2cccs2)cc1 (centres undefined) | -2% | 6% | 5% | 0% | 3% | 1.3 | -1 | 2%
Cn1nnnc1SCC(=O)Nc1ccccc1C(=O)NC1CC1 | -1% | 5% | 6% | 0% | 0% | -0.4 | 2 | 8%
COc1ccccc1OCc1ccc(C(=O)N2N=C(C(F)F)CC2(O)C(F)F)o1 (centres undefined) | 0% | 4% | -2% | 0% | 0% | 0.4 | -3 | -6%
NCCNc1ccc2nnnn2n1 | -9% | 3% | 5% | -2% | 3% | -1.5 | 1 | 6%
CC(=O)c1ccc2oc3ccccc3c(=O)c2c1 | -1% | -20% | 1% | 0% | 3% | 1.6 | 7 | -3%
COc1ccc(CNC(=O)C[C@@H]2C[C@H]3c4cc(NC(=O)NC5CCCC5)ccc4O[C@H]3[C@H](CO)O2)cc1 | -13% | 12% | -1% | nt | -5% | 0.6 | -9 | 6%
CCN1CCc2c(sc(NC(=O)c3cc4ccccc4cc3OC)c2C(N)=O)C1 | 5% | ? | 32% | -3% | 20% | 1.6 | ? | ?
O=c1c2cc(N3CCOCC3)ccc2[nH]c(=S)n1CCCN1CCCC1 | -2% | -10% | -5% | -8% | -3% | -2.2 | -2 | 14%[57.1 µM]
O=C(Cn1c2ccccc2c2nc3n(c(=O)c21)CCS3)N1CCCC1 | -6% | -4% | 0% | -3% | -7% | -5.4 | 1 | 6%
COc1ccc(NCC(=O)N/N=C/C(C)c2ccccc2)cc1 (centres undefined) | 11% | -16% | -6% | 0% | -17% | -1.5 | -11 | -11%
CC[C@]12c3[nH]c4cc(CCC(=O)N(C)C)ccc4c3CCN1C(=O)[C@@H](CC(=O)NCCCn1ccnc1)C[C@@H]2C(=O)N1CCN(C(=O)c2ccco2)CC1 | 11% | -1% | 1% | 3% | -6% | -1.3 | -2 | 6%
CSCCC(NC(=O)c1ccco1)C(=O)N1CCCC(C(F)(F)F)C1 (centres undefined) | -6% | 0% | -7% | 1% | -11% | 3.0 | 4 | -6%
Cc1ccc(SCC(=O)Nc2oc(C)c3c(C)n[nH]c(=O)c23)cc1C | 3% | -10% | 9% | -1% | -18% | -5.1 | -6 | 0%
CN(C)S(=O)(=O)c1ccc(N2CCCC2)c(C(=O)NNC(=O)c2ccc(F)cc2)c1 | -9% | -17% | -2% | -1% | -17% | -61* | -2 | 3%
O=C(Nc1nn[nH]n1)c1cc(-c2ccc(Cl)c(Cl)c2Cl)nc2ccccc12 | 0% | 0% | 3% | 1% | -27% | -3.5 | -7 | ?
COc1cccc(CNc2ccc(F)c(Cl)c2)c1OC | 24% | -4% | -11% | 0% | -1% | -4.6 | nt | -22%
CC(=O)NNC(=O)N1Cc2ccccc2Oc2ccc(Cl)cc21 | 4% | 1% | -1% | nt | -9% | 1.4 | 0 | 2%
COc1cccc(C#Cc2cnc3c(c2)C(=O)N([C@@H](C)CO)C[C@H](C)[C@H](CN(C)C(=O)C2CCC2)O3)c1 | 11% | -5% | -10% | nt | -18% | -1.2 | 7 | 6%
COc1ccc(C2/C(=C(\O)c3ccc4c(c3)OCCO4)C(=O)C(=O)N2Cc2cccnc2)cc1OC (centres undefined) | -5% | 11% | 0% | -4% | -7% | 0.9 | 6 | -2%
CC(C)NC(=O)C(C)n1cccc1C(=O)c1ccccc1 (centres undefined) | -10% | 1% | 7% | 0% | 0% | -0.5 | 0 | 11%
S=c1[nH]nc(-c2cc(-c3ccccc3)n[nH]2)n1/N=C/c1ccc(Cl)cc1 | 1% | 7% | -17%[11.6 µM] | 0% | -20% | 3.3 | -25 | 1%
O=C(Cc1n[nH]c(=O)c2ccccc12)OCC(=O)c1ccc(F)c(F)c1 | 1% | -12% | -3% | -1% | -16% | 0.0 | -1 | -3%
Nc1nc2sc3c(c2cc1C(=O)N1CCOCC1)CCCC3 | -2% | -4% | 11% | -1% | -3% | -4.9 | -1 | 5%
COc1ccc(OCc2cc(C(=O)N(C)CCC3CCOCC3)no2)c(Cl)c1 | -4% | -15% | -4% | -1% | 27µM* | 0.8 | -11 | -14%
Cc1ccc(C(=O)NNC(=O)C(C)Oc2ccccc2F)cc1S(=O)(=O)N1CCOCC1 (centres undefined) | 9% | -16% | 0% | 0% | -8% | -2.8 | 7 | -1%
COCCNC(=O)c1cc2c(=O)n3cccc(C)c3nc2n1C | -5% | 1% | -5% | -3% | 0% | -1.7 | 0 | 8%
Cc1ccc(N(CC(=O)N2CCCC2)S(C)(=O)=O)cc1C | 10% | 7% | -30% | -3% | -14% | 0.2 | 0 | 5%
C=CCOc1nc2c(c(=O)n(C)c(=O)n2C)n1Cc1ccccc1 | 3% | 38%[activator] | 2% | -2% | -17% | -1.2 | 3 | -14%
O=C1OC(c2ccccc2)/C(=C(/O)c2ccccc2)C1=O (centres undefined) | 4% | 6% | -1% | -1% | -3% | -1.9 | -9 | ?
COc1cc(OC)cc(C(=O)N2CCN(Cc3cccc(F)c3)CC2)c1 | 3% | -12% | -9% | -5% | 4% | -0.9 | nt | -4%
CCOC(=O)c1ccccc1NC(=O)CN1CCC(n2nnc3cc(C(F)(F)F)ccc32)CC1 | 6% | 0% | 2% | -3% | -10% | 1.1 | 12 | -8%
NC(=O)CN1C(=O)C(O)(CC(=O)/C=C\C=C\c2ccccc2)c2ccccc21 (centres undefined) | -4% | -4% | -2% | 1% | 0% | -2.1 | 1 | 3%
Cc1oc(-c2cccs2)nc1CN1CCN(CC(C)C)C(CCO)C1 (centres undefined) | 0% | 12% | 10% | 0% | 7% | -0.3 | -4 | 5%
COc1ccc(/C=N/NC(=O)c2cccc(NC(=O)c3ccccc3)c2)c(C(=O)O)c1OC | 5% | -15% | -7% | -3% | -8% | 0.2 | 4 | -6%
O=C(COC(=O)COc1ccc(Cl)cc1Cl)NC1CC1 | -2% | 10% | -3% | 1% | 0% | -1.7 | 4 | 4%
Oc1ccccc1Nc1ncnc2c1oc1ccccc12 | 4% | 6% | -6% | 1% | -6% | 0.6 | -4 | 2%[57.1 µM]
COc1ccccc1C(CNC(=O)c1ccc(NS(=O)(=O)c2ccc(F)c(C)c2)cc1)N1CCCC1 (centres undefined) | -3% | 9% | -1% | -4% | -2% | 2.3 | -1 | -2%
Cc1cc(NC(=O)c2cc(-c3ccccn3)nc3ccc(Br)cc23)no1 | 7% | -8% | -9% | 1% | -15% | -0.4 | -3 | 5%
Cn1c(=O)n(C)c2cc(NC(=O)c3cc4ccccc4o3)ccc21 | 7% | 3% | -29% | -1% | -2% | -0.9 | nt | -6%
Cc1ccc(OCC(=O)Nc2ccc(-c3nnc(-c4ccco4)o3)cc2)cc1 | -3% | -5% | -17% | 0% | -4% | 0.2 | -15 | -6%
Cc1ccc(C(=O)c2c[nH]cc2-c2ccccc2)cc1 | -8% | 1% | 6% | 0% | -1% | -5.2 | 0 | 5%
Cc1ccc(N2CC(C(=O)N3CCC4(CC3)CC(=O)c3ccccc3O4)CC2=O)cc1 (centres undefined) | -9% | -9% | -2% | -1% | 3% | -0.2 | 4 | 8%
O=S1(=O)N=C(N2CCOCC2)c2ccccc21 | 7% | 5% | -18%[57.1 µM] | 0% | -2% | 0.6 | 3 | -5%
Cc1c(C(=O)O)sc2nc(SCC(=O)Nc3ccc(S(=O)(=O)NC(C)(C)C)cc3)[nH]c(=O)c12 | 6% | -11% | -21% | -11% | -2% | -2.4 | -86* | 0%

Three records drawn at random from those above:
SMILES | EPAC1 agonist | EPAC1 antag | WRN helicase inh | Mm-Cpn inhibitor | PLK1 PBD inh | CCT chaperon mod | PI5P4Ka inh | EPAC2 antag
O=C1NC(C(F)(F)F)(C(F)(F)F)N=C2SC=CN12 | 6% | -1% | -1% | -6% | -4% | 0.3 | 0 | 9%
Cc1c(C(=O)O)sc2nc(SCC(=O)Nc3ccc(S(=O)(=O)NC(C)(C)C)cc3)[nH]c(=O)c12 | 6% | -11% | -21% | -11% | -2% | -2.4 | -86* | 0%
O=C(Cn1c2ccccc2c2nc3n(c(=O)c21)CCS3)N1CCCC1 | -6% | -4% | 0% | -3% | -7% | -5.4 | 1 | 6%
